Screening data deposited in PubChem BioAssay by National Center for Advancing Translational Sciences (NCATS).
ELG1 genotox – induces genotoxicity in HEK293T cells with luciferase-tagged ELG1. HEK293T ELG1-luciferase reporter, luminescence, 16 h. AID 504466. 1.3% of 330,000 active. Potency, µM (highest dose often 46 µM), for inactives: top-dose activity change, positive = activation, hits mostly activators; note: potency is the fitted concentration of half-maximal effect; % of control where 0% means no effect; nearly all actives have a fitted effect of over 60% in size
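Cells (2,000/well) expressing the ELG1-luciferase fusion are dosed by pin tool and kept 16 hr at 37 °C, 5% CO2. Signal comes from ONE-Glo luciferase reagent after 30 min at room temperature.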
ELG1 repair inh – blocks ELG1-dependent DNA repair in HEK293T cells | HEK293T ELG1-luciferase reporter, luminescence, 16 h; DNA damage induced by 5-fluorouridine | Potency, µM (series often up to 46.1 µM), for inactives: at the top dose activity change, negative = inhibition, actives largely listed as inhibitors | 2.3% of 330,000 active | AID 504467; note: potency is the fitted concentration of half-maximal effect; % is set by controls: 0 for no effect and ±100 for the full control effect; nearly all actives have a fitted effect of over 55% in size
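Overnight (16 hr) co-exposure of 2,000 cells/well to 5-fluorouridine and compound at 37 °C preceded detection. Luciferase was quantified via ONE-Glo luminescence; loss of signal denotes inhibition.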
BRCA1 expr up – BRCA1 expression activation. Potency, µM (series often up to 46.1 µM), without a hit: top-dose activation, most hits filed as activators. 1.1% of 380,000 active. MCF7-BRCA1-FFLuc reporter, luminescence, 48 h; response scale: scaled: vehicle 0%, 10 µM genistein 100%. AID 624202; note: potency is the fitted concentration of half-maximal effect; nearly all actives have a fitted effect of over 80% in size; some results filed as inactive show a strong effect at the top dose
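Compounds are tested at multiple concentrations on MCF7 BRCA1-luciferase reporter cells seeded at 2000 per well; after 48 h, a single luminescence end-point is taken and curves fitted to the normalized data.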
Tb PFK inh – blocks T. brucei phosphofructokinase | O15648 | T. brucei PFK, ADP-Glo luminescence | Potency, µM (highest dose often 57.5 µM), without a hit: top-dose activity, negative = inhibition, most hits filed as inhibitors | 0.17% of 330,000 active | AID 485367;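 note: potency is the fitted concentration of half-maximal effect; 0% = uninhibited 1x PFK enzyme wells and -100% = no-enzyme wells; nearly all actives have a fitted effect of over 60% in size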
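1.25 nM PFK with 0.5 mM F6P and 0.1 mM ATP in 0.1 M TEA pH 8.0, 5 mM MgCl2, incubated 45 min at room temperature; ADP measured by ADP-Glo luminescence; compounds titrated up to 57 uM.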
Rab9 prom act – activates the Rab9 promoter; Potency, µM (doses to about 9.22 µM), without a hit: top-dose activation, negative = inhibition, usual class: activators; Huh7 Rab9 promoter-luciferase reporter, luminescence, 24 h; 2.8% of 320,000 active; note: potency is the fitted concentration of half-maximal effect; % of control where 0% means no effect; nearly all actives have a fitted effect of over 60% in size
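Luciferase signal after 10 min detection reagent at ambient indicates Rab9 promoter upregulation; stably transfected Huh7 cells were treated 24 h with compound in DMSO at 37 °C, 5% CO2.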
TRPV1 ag – human TRPV1 agonism. activation, % at 8.33 µM. 0.19% of 320,000 active. TRPV1-expressing cells, Fluo-8 calcium influx, agonist mode. Q8NER1; in the data active = activation above about 80%; inconclusive = between about 30% and that limit; note: 0% is about no effect
Target sequence (Q8NER1 whole entry, looked up): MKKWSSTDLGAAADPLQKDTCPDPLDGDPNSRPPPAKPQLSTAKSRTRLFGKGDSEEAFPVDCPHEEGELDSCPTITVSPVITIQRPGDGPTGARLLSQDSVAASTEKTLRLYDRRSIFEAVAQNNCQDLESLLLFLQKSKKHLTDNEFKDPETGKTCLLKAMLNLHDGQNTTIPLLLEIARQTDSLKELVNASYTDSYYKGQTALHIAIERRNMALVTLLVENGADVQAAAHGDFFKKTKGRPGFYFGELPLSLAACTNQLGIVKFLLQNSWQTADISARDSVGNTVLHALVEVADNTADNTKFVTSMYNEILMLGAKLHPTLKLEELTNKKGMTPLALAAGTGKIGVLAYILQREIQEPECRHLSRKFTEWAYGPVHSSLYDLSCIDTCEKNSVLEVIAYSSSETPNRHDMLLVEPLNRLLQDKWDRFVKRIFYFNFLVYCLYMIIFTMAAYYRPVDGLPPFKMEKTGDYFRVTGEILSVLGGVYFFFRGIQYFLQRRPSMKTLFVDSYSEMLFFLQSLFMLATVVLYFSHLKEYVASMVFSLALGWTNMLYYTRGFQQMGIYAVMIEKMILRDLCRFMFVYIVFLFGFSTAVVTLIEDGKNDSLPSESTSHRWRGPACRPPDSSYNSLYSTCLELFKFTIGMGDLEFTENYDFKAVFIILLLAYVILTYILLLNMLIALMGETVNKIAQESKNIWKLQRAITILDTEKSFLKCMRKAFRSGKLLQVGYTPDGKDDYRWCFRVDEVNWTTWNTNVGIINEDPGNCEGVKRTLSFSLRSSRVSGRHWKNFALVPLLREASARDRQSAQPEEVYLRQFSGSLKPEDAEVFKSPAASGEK
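Fluo-8 calcium influx in TRPV1-expressing cells, kinetic read (ex 480/em 520 nm). Compound added and read 3 min for agonist activity, followed by capsaicin at EC20 final and 2 min further read for enhancement.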
Gal4-VP16 FLuc – Gal4-VP16 reporter inhibition counter-screen; Drosophila S2 Gal4-VP16 UAS-luciferase, luminescence, 20 h; Potency, µM (titrated, usually from 53.6 µM), without a hit: at the top dose activity, negative = inhibition, hits mostly inhibitors; 3.5% of 310,000 active; AID 2546;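 note: Gal4-VP16 expression switched on by copper sulfate through the metallothionein promoter; potency is the fitted concentration of half-maximal effect; % is set by controls: 0 for no effect and ±100 for the full control effect; nearly all actives have a fitted effect of over 50% in size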
p53 reactivation – restores transcriptional activity of mutant p53. H1299 p53-A138V BP100-luciferase reporter, luminescence, 24 h. Potency, µM (titrated, usually from 92.2 µM), for inactives: at the top dose activity change, positive = activation, usual class: activators. 0.063% of 320,000 active; note: potency is the fitted concentration of half-maximal effect; % of control where 0% means no effect; nearly all actives have a fitted effect of over 45% in size
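H1299 (p53-null), stable ts p53-A138V + BP100-Luc; 1000 cells/well, Opti-MEM/10% FBS; cpd 4 pt, 1:5; 24 h, 37 deg C, 5% CO2; detection reagent 10 min RT; luminescence.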
NPC1 prom act – NPC1 promoter activation; 2.4% of 320,000 active; Potency, µM (top dose mostly 9.22 µM), without a hit: at the top dose activation, most hits filed as activators; Huh7 NPC1 promoter luciferase reporter, 24 h;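 note: potency is the fitted concentration of half-maximal effect; % of control where 0% means no effect; nearly all actives have a fitted effect of over 60% in size; reporter is driven by a mutant NPC1 promoter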
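Luminescence read-out of NPC1 promoter-driven luciferase in stably transfected Huh7 cells; compounds delivered in DMSO and left 24 h at 37C, 5% CO2, qHTS titration format.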
RORgamma inh – ROR gamma (mouse) transcription inhibition; P51450; Drosophila S2 Gal4-RORgamma UAS-luciferase reporter, 20 h; Potency, µM (doses to about 53.6 µM), without a hit: at the highest dose activity change, negative = inhibition, most hits filed as inhibitors; 5.4% of 310,000 active; AID 2551; note: potency is the fitted concentration of half-maximal effect; % is set by controls: 0 for no effect and ±100 for the full control effect; nearly all actives have a fitted effect of over 60% in size
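Compounds are pin-transferred onto Drosophila Schneider cells expressing a copper-inducible Gal4–ROR gamma transactivation domain fusion. After 1 hr, copper sulfate is added to 700 uM final; luciferase is read 20 hr later.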
FLuc counter – inhibits or activates purified firefly luciferase, miR-21 counter-screen. P08659. Potency, µM (series often up to 57.5 µM), without a hit: top-dose activity change, negative = inhibition, actives largely listed as inhibitors. 6.9% of 360,000 active. purified FLuc, Km substrates, luminescence inhibition;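 note: potency is the fitted concentration of half-maximal effect; plate controls were vehicle for no effect and reference inhibitor for full effect; nearly all actives have a fitted effect of over 55% in size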
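Biochemical qHTS of compounds, final roughly 60 µM downward over six points, against 10 nM purified firefly luciferase using Km concentrations of substrates (10 uM D-luciferin, 10 uM ATP) in Tris acetate pH 7.5 buffer; luminescence output.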
Active calls of the source: *; ? = inconclusive; / = no result given; [ ] = remark or other dose. Unless noted, calls come from the whole dose curve; as a rule, active = well fitted curve in the direction sought with a large enough effect; inconclusive = small, poorly fitted or top-dose-only effect, or another doubt; inactive = no such curve, though single readings can be large; an effect the other way counts as inactive or inconclusive. Outcome played no part in choosing rows; any-hit rate near 15%.

No.	structure	ELG1 repair inh	FLuc counter	RORgamma inh	Tb PFK inh	Gal4-VP16 FLuc	p53 reactivation	ELG1 genotox	TRPV1 ag	Rab9 prom act	NPC1 prom act	BRCA1 expr up
1	COC(=O)C(C)Sc1nnc(Cc2cc(=O)[nH]c(=O)[nH]2)n1-c1ccc(Cl)cc1 (centres undefined)	6%	-1%	12%	-5%	2%	-1%	-1%	/	3%	-6%	/
2	CCOc1ccc(C(Nc2ccc(C)cc2)P2(=O)OCCCO2)cc1 (centres undefined)	-2%	0%	6%	-3%	-12%	0%	0%	0	1%	0%	-22%
3	CN1CCN(C(=O)/C(=C/c2cccs2)NC(=O)c2ccco2)CC1	-25%	-3%	-27%	-1%	0%	6%	-1%	0	-8%	-4%	-11%
4	CC(C)CN(C(=O)CN1CCC(C)CC1)c1c(N)n(CC(C)C)c(=O)[nH]c1=O	-9%	2%	1%	7%	-7%	2%	-3%	6	1%	-3%	-2%
5	CCCOc1ccc(Cc2nc(N)nc(N)n2)cc1	21%	1%	-1%	-1%	-3%	8%	4%	10	6%	8%	-42%
6	COc1cccc(NC(=O)CN(C)C(=O)c2ccc(-n3cncn3)c([N+](=O)[O-])c2)c1	1%	2%	/	-1%	/	9%	-1%	3	2%	-2%	-3%
7	O=C(COC(=O)CCNS(=O)(=O)c1ccccc1)Nc1ccc(OC(F)F)cc1	9%	-1%	/	-6%	/	22%	0%	1	-3%	9%	8%
8	O=C(/C=C/c1ccc([N+](=O)[O-])cc1)OCC(=O)N1c2ccccc2Sc2ccccc21	?	2%	-17%	-2%	6%	-5%	-3%	1	-6%	-5%	1%
9	Clc1ccc(-c2nnc(-c3ccccc3)nc2N2CCSCC2)cc1	?	?	2%	-2%	2%	15%	-2%	-1	-4%	1%	-29%
10	Cc1ccc(S(=O)(=O)n2[nH]c(=O)c(CCO)c2C)cc1	-2%	2%	14%	-3%	-3%	1%	2%	3	8%	-2%	20%
11	CCCCNC(=O)Nc1nc2ccc(CC)cc2s1	?	6.7µM*	-32%	3%	14%	2%	?	?	?	?	?
12	CN(C)S(=O)(=O)c1ccc2nc(NC(=O)c3cccnc3)sc2c1	/	3.8µM*	-33%	/	-11%	/	/	-1	/	/	100%
13	O=C(Nc1ccccc1N1CCOCC1)c1ccc2ccccc2n1	10%	7.6µM*	12%	-3%	-21%	29%	1%	8	28%	26%	-61%
14	COc1ccc(NC(=S)N(CCCN2CCC(C)CC2)Cc2cccs2)cc1	?	1%	10%	4%	2%	12%	23%	-6	-17%	1%	-38%
15	COc1ccccc1CNC(=O)C(NC(=O)Nc1ccccc1)C(C)C (centres undefined)	2%	2%	6%	0%	3%	0%	2%	3	0%	-3%	1%
16	CCOCCCNC(=O)c1cc2c(s1)-c1ccccc1SC2	14%	17µM*	-3%	-5%	1%	3%	2%	?	5%	1%	60%
17	COc1cc2c(cc1OC)CN(Cc1cc(=O)n3cc(C)ccc3n1)CC2	6%	2%	-13%[10 µM]	3%	3%	4%	0%	1	-2%	0%	1%
18	O=C(NC1CCCCCCC1)c1cccnc1	25%	2%	-40%	3%	6%	?	-5%	4	6%	-1%	55%
19	CC(C)(C)OC(=O)NCc1n[nH]c(=S)n1C1CC1	?	-1%	-17%	1%	3%	5%	0%	/	1%	-3%	-2%
20	CCOc1ccc(S(=O)(=O)N(CC)CC(=O)NCc2ccccn2)cc1C	1%	-3%	12%	-2%	-7%	7%	1%	-3	1%	-1%	-33%
21	CN(C)C(=O)N1CCN(c2nc(-c3ccccc3)cs2)CC1	?	3µM*	-21%	1%	-27%	/	?	?	1.1µM*	2.2µM*	?
22	COCC(=O)Nc1ccc(C(C)C)cc1	?	24µM*	11%	4%	5%	25%	?	28	26%	27%	4%
23	Cc1cccc(NC(=O)Cn2cnc3c(oc4nc5c(cc43)COC(C)(C)C5)c2=O)c1	14%	5%	24%	-7%	-2%	13%	6%	-3	1%	1%	1%
24	O=C(NCc1cccnc1)C(=O)NCC1OCCCN1S(=O)(=O)c1ccccc1 (centres undefined)	10%	0%	23%	-25%	-10%	-5%	2%	-2	1%	-2%	-16%

Next part, starting with the last four of the part before.
No.	structure	ELG1 repair inh	FLuc counter	RORgamma inh	Tb PFK inh	Gal4-VP16 FLuc	p53 reactivation	ELG1 genotox	TRPV1 ag	Rab9 prom act	NPC1 prom act	BRCA1 expr up
21	CN(C)C(=O)N1CCN(c2nc(-c3ccccc3)cs2)CC1	?	3µM*	-21%	1%	-27%	/	?	?	1.1µM*	2.2µM*	?
22	COCC(=O)Nc1ccc(C(C)C)cc1	?	24µM*	11%	4%	5%	25%	?	28	26%	27%	4%
23	Cc1cccc(NC(=O)Cn2cnc3c(oc4nc5c(cc43)COC(C)(C)C5)c2=O)c1	14%	5%	24%	-7%	-2%	13%	6%	-3	1%	1%	1%
24	O=C(NCc1cccnc1)C(=O)NCC1OCCCN1S(=O)(=O)c1ccccc1 (centres undefined)	10%	0%	23%	-25%	-10%	-5%	2%	-2	1%	-2%	-16%
25	COCCn1c(C)cc(C2=NNC(=Nc3ccccc3)SC2)c1C	?	0.76µM*	-3%	10%	5%	22%	?	-3	0.4µM*	0.35µM*	0%
26	O=C1C(=O)N(CCN2CCOCC2)C(c2ccc(Cl)cc2)/C1=C(/O)c1ccc(S(=O)(=O)N2CCOCC2)cc1 (centres undefined)	15%	-3%	-4%	-2%	4%	-1%	0%	-6	-3%	-5%	2%
27	CN(CC(=O)NCCN1CCN(Cc2ccccc2)CC1)S(=O)(=O)c1cccc2nsnc12	-4%	0%	3%	-3%	-1%	-3%	-9%	4	0%	-1%	-18%
28	CC(C)Sc1nnc([C@H](C)NC(=O)OC(C)(C)C)o1	-14%	-2%	12%	-4%	0%	0%	0%	4	-1%	19%	0%
29	O=C(NCCCNC(=O)c1ccc(F)cc1)c1ccc(F)cc1	-8%	-2%	2%	1%	3%	-3%	1%	15	0%	0%	1%
30	Cc1cc(S(=O)(=O)NC(C)c2nnc3ccccn23)ccc1Br (centres undefined)	0%	/	/	0%	/	-3%	-1%	/	/	/	-13%
31	COc1cc2c(cc1NC(=O)CSc1ccccn1)oc1ccccc12	10%	?	18%	1%	5%	9%	15%	-6	?	?	-26%
32	O=C(NCC1CCCO1)C1CCN(S(=O)(=O)c2cc(Cl)ccc2Cl)CC1 (centres undefined)	-27%	-2%	27%	-20%	5%	-1%	3%	0	1%	1%	-6%

Single entries from the entries so far:
In p53 reactivation, no. 24 has the entry -5%
In RORgamma inh, no. 27 has the entry 3%
In Tb PFK inh, no. 29 has the entry 1%
In Gal4-VP16 FLuc, no. 11 has the entry 14%
In p53 reactivation, no. 4 has the entry 2%

New compounds follow
No.	structure	ELG1 repair inh	FLuc counter	RORgamma inh	Tb PFK inh	Gal4-VP16 FLuc	p53 reactivation	ELG1 genotox	TRPV1 ag	Rab9 prom act	NPC1 prom act	BRCA1 expr up
33	Cc1ccccc1/C=N/Nc1ccc(Cl)nn1	25%	-7%	-8%	-4%	-21%	20%	0%	1	16%	11%	35%
34	N#Cc1c(NC(=O)c2cc(C3CC3)on2)sc2c1CCC2	12%	?	4%	4%	10%	14%	0%	/	2%	-19%	-13%
35	CCSc1nnc(NC(=O)C(C)C)s1	?	2%	2%	-13%	2%	16%	15%	4	-3%	-1%	6%
36	COc1ccc(N(CC(=O)Nc2cccc3ccccc23)S(C)(=O)=O)c(OC)c1	-7%	-3%	10%	0%	0%	/	3%	-1	4%	0%	-3%
37	COc1ccc(OCCCON2C(=O)c3ccccc3C2=O)cc1	23%	-5%	?	1%	-8%	7%	0%	-2	1%	-3%	-3%
38	COc1cccc(C(=O)OCC(=O)c2[nH]c(C)c(C(C)=O)c2C)c1	?	4%	/	-7%	/	23%	2%	?	-7%	-5%	0%
